Assay outcomes deposited in PubChem by several laboratories.
Mtb UGM inh = inhibitors of M. tuberculosis UDP-galactopyranose mutase. 320,000 tested, 0.06% active. purified UGM, fluorescence polarization probe displacement. P9WIQ1. inhibition, % at 10 µM; in the data active means inhibition above about 10%, passing the limit was not always enough
PrPC surface inh = cell surface PrPC inhibition, primary TR-FRET screen; P04156; TR-FRET read-out; inhibition, % at 13.8 µM; 370,000 tested, 0.43% active; AID 720596; in the data active means inhibition above about 24%; further: 0% = median of the test wells and 100% = reference compound wells
Mtb BioA inh = BioA (M. tuberculosis) enzyme inhibition. purified M. tuberculosis BioA enzyme, plate reader. inhibition, % at 9.99 µM. 360,000 tested, 0.096% active. AID 602481; in the data active means inhibition above about 40%
Mtb FBA inh = inhibitors of M. tuberculosis fructose-bisphosphate aldolase; P9WQA3; purified M. tuberculosis FBA, fluorescence read-out; inhibition, % at 1 µM; 360,000 tested, 2.3% active; AID 588726; in the data active means inhibition above about 27%;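 further: 0% = vehicle and 100% = reference inhibitor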
Target sequence (P9WQA3 whole entry, looked up): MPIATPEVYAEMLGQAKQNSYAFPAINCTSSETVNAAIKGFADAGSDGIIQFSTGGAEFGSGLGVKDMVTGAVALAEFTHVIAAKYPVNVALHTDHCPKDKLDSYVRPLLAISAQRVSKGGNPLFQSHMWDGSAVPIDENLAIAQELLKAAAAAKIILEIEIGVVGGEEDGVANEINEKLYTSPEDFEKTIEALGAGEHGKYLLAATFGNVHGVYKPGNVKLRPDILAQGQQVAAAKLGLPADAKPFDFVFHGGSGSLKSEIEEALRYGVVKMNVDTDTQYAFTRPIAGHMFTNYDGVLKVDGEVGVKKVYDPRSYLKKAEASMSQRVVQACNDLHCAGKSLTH
MazEF act = MazEF (E. coli) toxin RNase activation. P0AE70. FAM/BHQ RNA-DNA oligo cleavage fluorescence, 5 h. activation, % at 20 µM. 350,000 tested, 0.32% active. AID 504720; in the data active means activation above about 50%
Target sequence (P0AE70 whole entry, looked up): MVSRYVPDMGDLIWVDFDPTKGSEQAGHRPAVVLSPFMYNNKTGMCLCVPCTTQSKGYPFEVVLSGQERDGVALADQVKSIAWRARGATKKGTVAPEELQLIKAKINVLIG
BoNT F protease = BoNT F light chain protease inhibition; inhibition, % at 10 µM; 360,000 tested, 0.22% active; Multiplex microsphere protease cleavage assay, flow cytometry; AID 588497; in the data active means inhibition above about 35%, passing the limit was not always enough; further: plate controls were buffer without enzyme for full effect and enzyme alone for no effect
GDH-TPI inh = GDH-TPI coupled enzyme inhibition counter-screen. GDH-TPI coupled enzyme counterscreen, NADH absorbance. inhibition, % at 4.8 µM. 360,000 tested, 1.2% active. AID 588335; in the data active means inhibition above about 30%;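 further: 0% = DMSO wells and 100% = wells lacking the enzyme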
FadD28 binding = M. tuberculosis FadD28 bisubstrate binding inhibition; FadD28 bisubstrate probe binding, fluorescence polarization; inhibition, % at 12.5 µM; 360,000 tested, 0.22% active; AID 588549; in the data active means inhibition above about 8.5%, passing the limit was not always enough
Rv3671c protease = inhibitors of M. tuberculosis serine protease Rv3671c | P9WHR9 | inhibition, % at 5.96 µM | 320,000 tested, 0.048% active; in the data active means inhibition above about 38%;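 further: extracellular domain of Rv3671c used as enzyme; 0% = enzyme with DMSO and 100% = no enzyme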
Target sequence (P9WHR9 whole entry, looked up, the tested form may be a part): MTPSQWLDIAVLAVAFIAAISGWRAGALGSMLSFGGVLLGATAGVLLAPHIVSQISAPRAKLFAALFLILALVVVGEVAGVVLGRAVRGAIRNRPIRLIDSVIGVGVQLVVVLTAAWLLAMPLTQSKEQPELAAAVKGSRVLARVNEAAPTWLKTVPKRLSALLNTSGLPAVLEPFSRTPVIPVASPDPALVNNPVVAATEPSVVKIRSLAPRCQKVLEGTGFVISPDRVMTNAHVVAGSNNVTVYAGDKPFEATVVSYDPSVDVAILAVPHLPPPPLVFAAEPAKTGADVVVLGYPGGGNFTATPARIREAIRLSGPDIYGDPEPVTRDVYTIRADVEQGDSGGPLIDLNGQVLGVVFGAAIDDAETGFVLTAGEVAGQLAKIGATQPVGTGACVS
Starred values were filed as active, the others as inactive; x = not tested or not shown.

SMILES	Mtb UGM inh	PrPC surface inh	Mtb BioA inh	Mtb FBA inh	MazEF act	BoNT F protease	GDH-TPI inh	FadD28 binding	Rv3671c protease
NC(=O)c1ccc(NC(=O)c2cnc3ccccc3n2)cc1	-1.5	-41.1	x	0.1	2.3	-0.6	13.1	-2.5	-2.5
COc1ccc(CNC(=O)C2Cc3c(-c4cccc(C(C)=O)c4)ccnc3O2)cc1OC (stereo not given)	x	3.2	1.9	-1.1	x	-0.6	8.2	-1.5	x
NC[C@H]1O[C@@H](n2ccc(N)nc2=O)[C@H](O)[C@@H]1O	x	-4.4	1.3	-0.6	x	1.1	x	-0.6	x
Nc1ncnc2c1ncn2[C@@H]1O[C@H](CNC(=O)[C@@H]2C[C@H](F)CN2)[C@@H](O)[C@H]1O	x	-2.4	-5.5	9.5	-1.7	-1.0	-3.1	0.6	x
CC1CC(C)(C)NC(=S)N1CCCC(=O)NCc1ccccc1 (stereo not given)	-0.2	7.6	0.0	0.6	12.2	-4.9	3.1	0.8	8.1
COc1ccc(CNC(=O)C2CCC(=O)N2C(C)C)c(OC)c1 (stereo not given)	-2.5	-1.1	x	4.2	-6.6	-0.3	5.3	-3.0	10.4
O=C(NCc1ccco1)/C(=C/c1ccc(Cl)cc1)NC(=O)c1ccco1	0.9	-23.4	-1.4	-2.1	4.0	13.9	0.8	-2.6	-6.5
NC(=O)Nc1cc(Cl)ccc1Cl	-0.4	-1.2	x	1.3	11.8	-5.9	12.1	-2.5	-0.9
COc1ccc(C(=O)N2CCN(C(C)=O)CC2)cc1S(=O)(=O)NCc1ccc(Cl)cc1	1.4	-6.1	0.5	2.5	2.7	8.9	0.6	-2.0	5.2
CCc1ccccc1NC(=O)C1CCCN(S(=O)(=O)c2c(C)noc2C)C1 (stereo not given)	-1.7	0.1	-0.4	-9.5	3.0	-1.6	12.7	-1.1	-9.5
CN1C(=O)CSc2ccc(NC(=O)NCc3cccnc3)cc21	-1.3	-0.3	3.1	-0.3	0.1	-48.5	-2.8	-2.9	-4.8
Cc1cc(=O)oc2cc(OCC(=O)N3CCN(C(=O)C4COc5ccccc5O4)CC3)c(Cl)cc12 (stereo not given)	-0.9	-0.2	-0.4	4.3	0.9	-2.3	1.6	-3.5	-7.0
Cc1ccc(S(=O)(=O)N/N=C/c2ccc(C(=O)O)cc2)cc1	2.2	3.1	8.0	-0.4	0.1	3.9	8.5	-2.6	6.0
CC(Nc1nc(-c2ccc(F)cc2)cs1)c1nc2cc(Cl)c(Cl)cc2n1CCCO (stereo not given)	0.3	15.1	0.3	3.8	-10.8	-11.0	7.4	-2.2	-9.5
CCOc1ccc(CCNC(=O)c2cc(C)nc3ccccc23)cc1OCC	1.4	0.7	-1.1	1.6	-1.5	4.1	4.4	-0.3	-4.4
COc1ccc(C(=O)NCCN2CCCC2)cc1[N+](=O)[O-]	-1.4	-22.7	-2.2	-1.3	5.1	-6.8	-4.3	-0.1	0.5
Cc1ccc(CSCCNC(=O)c2cccc([N+](=O)[O-])c2)cc1	-3.1	-3.3	x	-0.3	6.2	-10.7	11.6	-0.1	-2.9
c1ccc(NC2=NCCS2)cc1	0.3	-3.5	17.4	0.7	1.4	-13.5	2.5	-0.1	-6.3
CNC(=S)NNC(=O)Cc1ccc(OC)c(OC)c1	1.5	-6.3	-2.0	1.6	1.3	-6.4	-2.9	0.6	-27.9
COc1cccc(NC2=CC(=O)CC(C)(C)C2)c1	-0.6	-3.1	1.8	1.0	-10.6	-25.9	25.8	-2.1	-1.5
Cc1nnc(SCC(=O)N/N=C/c2ccc(-c3ccc(C)c(Cl)c3)o2)s1	0.3	-5.3	x	-3.0	-0.9	-1.3	20.6	-5.1	-11.7
Cc1cc(-c2csc(N)n2)c(C)n1-c1ccc(Cl)c(Cl)c1	x	0.5	x	-1.8	7.2	4.7	1.1	0.0	-3.0
Cc1ccc2c(c1)N(Cc1cccc(C#N)c1)C=NS2(=O)=O	0.1	0.4	-1.6	3.0	-16.6	14.1	1.0	-3.6	-0.9
COc1ccc(NC(=O)CSCC(=O)NCc2cccc(C(F)(F)F)c2)cc1	4.4	8.8	-0.1	0.1	7.3	x	1.9	-0.7	-9.9
CC1(C)CC(=O)C(N=Nc2cc(Cl)c(Cl)c(Cl)c2)=C(O)C1	5.5	-0.8	2.9	-2.6	-2.0	-22.1	20.0	-1.5	7.3
COc1ccc(N(C(=O)c2ccco2)C(C(=O)NC2CCCC2)c2cc(OC)c(OC)c(OC)c2)cc1 (stereo not given)	2.1	1.5	-1.3	1.6	-1.0	11.1	8.2	-1.3	3.4
CCOc1ccc(OCC)c(NC(=O)CCn2c(=O)oc3ccccc32)c1	1.9	-3.4	0.5	-0.8	-3.2	0.3	-1.9	-4.4	9.0
CC1C(=O)N2CCCc3cc(S(=O)(=O)Nc4ccccc4F)cc1c32 (stereo not given)	-0.1	5.1	2.3	-1.6	2.8	14.2	4.8	-0.7	3.1
O=C(c1ccc(S(=O)(=O)N2CCCCCC2)cc1)N1CCN(c2ccccc2)CC1	0.1	-2.4	0.0	-0.4	-0.6	-4.2	-1.5	x	-1.8
CC(C)NC(=O)C1(C)CCN1Cc1cccc(C#N)c1 (stereo not given)	x	-1.3	0.2	-1.6	x	-1.6	3.5	-0.7	x
CCc1c(C)nc(SC(C(=O)O)c2ccccc2)c(C#N)c1C (stereo not given)	0.9	0.9	0.8	5.0	15.2	-2.2	-0.4	1.3	6.0
Cc1cccc([C@@H]2[C@@H]3C(=O)N(Cc4ccccc4)C(=O)[C@@H]3[C@]3(C)C(=O)N(c4cccc(Cl)c4)C(=O)N23)c1	2.1	5.7	1.2	1.8	-3.2	-0.1	13.2	-4.7	-14.3
c1ccc2[nH]c(-c3cscn3)nc2c1	-0.6	-4.7	-3.2	2.6	2.7	9.0	7.2	-0.1	2.7
Cc1ccc(OCC(=O)Nc2cc(C(C)(C)C)on2)cc1C	0.1	7.2	0.7	1.9	-4.5	-6.2	-4.6	0.3	-4.1
c1ccc(-c2csc3nnc(SCc4ccc5c(c4)OCO5)n23)cc1	2.2	13.2	1.3	5.2	-2.0	-6.7	2.0	-3.2	4.7
C/C(=N/NC(=O)c1ccc(C(C)(C)C)cc1)c1cccnc1	-0.1	-2.6	-0.9	0.3	6.9	x	4.8	-2.4	4.5
COc1cc(C=c2c3ccccc3n3c2cc(-c2ccccc2)[n+]3C)cc(OC)c1OC	x	-43.1	x	2.3	9.2	-48.0	4.1	-5.7	x
CC(=O)Nc1ccc(SC[C@H](C)CN2CC[C@H](O)CCC2=O)cc1	-0.9	-2.8	1.8	0.0	0.6	5.6	6.0	-2.6	-1.5
CCC(=O)c1ccc(OCC(=O)OCC(=O)Nc2cccc(S(=O)(=O)N3CCOCC3)c2)cc1	x	5.4	1.5	-0.3	4.4	-0.6	16.0	-3.5	x
CC(=O)NC1(C(F)(F)F)NC(=O)N(CC(C)C)C1=O (stereo not given)	2.9	3.6	0.0	-2.6	-1.0	6.7	-3.0	-3.7	7.1
Nc1ccccc1-c1nnc(SCC(=O)Nc2ccccc2OC(F)F)[nH]c1=O	-0.4	6.4	5.2	-3.3	4.7	-2.4	6.8	-1.0	3.3
CC(=O)C1CCC2C3CCC4CC(O)CCC4(C)C3CCC12C#N (stereo not given)	x	-4.7	-0.2	3.2	4.7	0.2	7.4	-0.3	x
Cc1ccc(S(=O)(=O)NCCC(=O)NCc2ccccn2)cc1	1.9	2.1	x	3.1	4.1	-24.7	7.1	-0.1	-8.2
Cc1cc(SCC(=O)NCC(c2cccs2)N2CCOCC2)c(C)cc1Br (stereo not given)	-0.8	17.8	-2.0	-1.4	1.0	-2.5	0.0	-5.0	-1.5
COc1cc(NC(=S)N2CCCC(CO)C2)cc(OC)c1 (stereo not given)	-0.5	-5.7	0.7	-1.7	5.1	2.8	-3.5	-1.2	-8.9
CC(C(=O)Nc1ccccc1)N(C)CCOc1ccccc1 (stereo not given)	1.4	-4.2	1.5	2.7	1.0	-6.3	-4.5	-2.6	-0.8
N=c1ccn(Cc2cccc(F)c2)cc1	2.0	3.1	-2.4	1.4	5.0	-0.2	14.0	0.7	5.1
Cc1ccc(/C=C(\C#N)C(=O)Nc2ccccn2)o1	-0.8	-10.1	0.2	3.9	-2.9	-1.4	10.7	-1.7	-0.5
CCOc1ncccc1C(=O)OCC(=O)Nc1ccc(C)c(S(=O)(=O)N2CCOCC2)c1	0.1	-2.0	x	-2.0	-7.2	-3.8	6.6	-0.6	-0.8
CCOC(=O)CSc1nnc(Cn2nnc3ccccc32)n1-c1ccc(F)cc1	-2.6	-4.5	4.4	-7.7	14.7	x	-17.2	-3.9	-1.3
Cc1ccc(NC(=O)c2ccc(CSc3nnc(-c4ccncc4)n3C)cc2)c(C)c1	0.1	6.5	-1.1	5.1	3.6	2.0	-4.2	-1.0	-5.3
S=C(NCC1CCCO1)N1CCN(c2nc(-c3ccccc3)cs2)CC1 (stereo not given)	-0.1	-5.4	1.3	3.8	8.5	-9.1	15.8	1.0	8.6
CC1(C(=O)O)CCCN1C(=O)c1cccc(C(F)(F)F)c1 (stereo not given)	x	-5.5	-1.0	-4.2	x	-0.3	-3.6	-3.1	x
CCc1c(C)sc(NC(=O)c2cc(-c3ccc(O)cc3)on2)c1C#N	4.0	-9.7	-4.5	4.8	-22.8	-5.1	13.9	-0.2	-13.2
Cn1c(CC(=O)Nc2ccccc2F)nnc1SCC(=O)NC1CCCCC1	2.6	-2.1	-0.2	-0.9	12.3	9.0	-7.3	-2.2	2.1
O=C(NNC(=O)c1sccc1-n1cccc1)c1ccccc1	-2.7	-2.5	-1.5	0.1	4.1	-9.6	6.1	0.0	-2.9
Cc1cccc(NC(=S)N(CCCN2CCOCC2)Cc2ccccn2)c1	2.2	3.1	2.5	-0.3	4.5	-5.3	-3.7	0.0	-4.6
Cc1ccc2ccccc2c1NC(=O)CNCc1ccccc1	x	-4.7	0.0	-3.5	6.2	-8.9	2.2	-2.2	x
CCn1cc([N+](=O)[O-])c(C(=O)Nc2ccc(Br)cn2)n1	-2.3	-35.9	-0.8	2.3	-2.4	1.6	15.2	-1.2	1.8
CC(=O)c1ccc(NC(=O)C2CCCN(c3ncnc4c3nc3n4CCCCC3)C2)cc1 (stereo not given)	-0.4	-1.8	30.8	-0.4	4.3	-3.6	-2.7	-3.5	-6.6

Five entries from above, in markdown:
| smiles | Mtb UGM inh | PrPC surface inh | Mtb BioA inh | Mtb FBA inh | MazEF act | BoNT F protease | GDH-TPI inh | FadD28 binding | Rv3671c protease |
| --- | --- | --- | --- | --- | --- | --- | --- | --- | --- |
| Cc1ccc(S(=O)(=O)NCCC(=O)NCc2ccccn2)cc1 | 1.9 | 2.1 | x | 3.1 | 4.1 | -24.7 | 7.1 | -0.1 | -8.2 |
| Cc1cc(SCC(=O)NCC(c2cccs2)N2CCOCC2)c(C)cc1Br (stereo not given) | -0.8 | 17.8 | -2.0 | -1.4 | 1.0 | -2.5 | 0.0 | -5.0 | -1.5 |
| COc1cc(NC(=S)N2CCCC(CO)C2)cc(OC)c1 (stereo not given) | -0.5 | -5.7 | 0.7 | -1.7 | 5.1 | 2.8 | -3.5 | -1.2 | -8.9 |
| CC(C(=O)Nc1ccccc1)N(C)CCOc1ccccc1 (stereo not given) | 1.4 | -4.2 | 1.5 | 2.7 | 1.0 | -6.3 | -4.5 | -2.6 | -0.8 |
| N=c1ccn(Cc2cccc(F)c2)cc1 | 2.0 | 3.1 | -2.4 | 1.4 | 5.0 | -0.2 | 14.0 | 0.7 | 5.1 |

More results.
SMILES	Mtb UGM inh	PrPC surface inh	Mtb BioA inh	Mtb FBA inh	MazEF act	BoNT F protease	GDH-TPI inh	FadD28 binding	Rv3671c protease
CC(=O)c1ccc2c(c1)C1C=CCC1C(C(=O)O)N2 (stereo not given)	x	1.4	x	-14.1	-6.5	-12.3	8.2	39.5*	x
N#Cc1nc(Cc2ccccc2)oc1N1CCCC1	4.0	1.1	x	1.7	6.8	-8.6	-2.6	0.2	-2.5
CCN(C[C@H]1N[C@@](C)(C(=O)OC)[C@H]2C(=O)N(Cc3ccccc3)C(=O)[C@@H]12)C(=O)c1ccccc1	x	-2.7	-0.5	4.9	-4.8	-3.9	-3.6	1.4	6.1
O=C(Nc1cccnc1Cl)c1cccc(S(=O)(=O)N2CCOCC2)c1	x	8.1	3.1	0.6	-2.3	-3.2	-1.0	-1.6	x
COc1ccc(C2N(c3cc(Cl)ccc3OC)C(=O)C3CCCN32)cc1OC (stereo not given)	-1.4	1.3	-4.1	5.0	6.6	-0.4	11.9	-0.1	3.8
